S1P4 ag = human S1P4 receptor agonism; S1P4-expressing cell line, agonist reporter assay; AID 1509; activation, % at 4.98 µM; hit rate 0.35% among 220,000; O95977; in the data active means activation above about 11%;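 further: 0% = DMSO vehicle and 100% = reference agonist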
CHOP inh = blocks CHOP induction under ER stress | CHO-K1 CHOP-promoter luciferase, tunicamycin-induced, 15-18 h | inhibition, % at 10 µM | hit rate 3.8% among 220,000 | AID 2732;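 active means compounds that reduced the stress-induced luciferase reporter signal by more than about 70% of percent inhibition, limit read from the data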;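 further: 0% = tunicamycin plus vehicle and 100% = wells without tunicamycin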
NPY1 pot ag = potentiators or agonists of human neuropeptide Y receptor Y1; P25929; NPY-Y1 expressing cells, potentiator/agonist activation; activation, % at 3.6 µM; hit rate 0.37% among 220,000; AID 1304; in the data active means activation above about 33%, passing the limit was not always enough;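 further: cells stimulated with NPY at EC10 then isoproterenol at EC100; 0% = low agonist plus stimulus and 100% = saturating agonist plus stimulus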
NPY-Y2 PAM-ag = potentiators or agonists of human neuropeptide Y receptor Y2; hit rate 0.45% among 220,000; AID 1359; P49146; cells expressing NPY-Y2, potentiator/agonist read-out; activation, % at 3.6 µM; in the data active means activation above about 27%;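 further: cells stimulated with NPY near EC25 plus isoproterenol at EC100; 0% = vehicle plus submaximal agonist and 100% = vehicle plus saturating agonist; some results beyond the cut were filed as inactive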
Target sequence (P49146 whole entry, looked up): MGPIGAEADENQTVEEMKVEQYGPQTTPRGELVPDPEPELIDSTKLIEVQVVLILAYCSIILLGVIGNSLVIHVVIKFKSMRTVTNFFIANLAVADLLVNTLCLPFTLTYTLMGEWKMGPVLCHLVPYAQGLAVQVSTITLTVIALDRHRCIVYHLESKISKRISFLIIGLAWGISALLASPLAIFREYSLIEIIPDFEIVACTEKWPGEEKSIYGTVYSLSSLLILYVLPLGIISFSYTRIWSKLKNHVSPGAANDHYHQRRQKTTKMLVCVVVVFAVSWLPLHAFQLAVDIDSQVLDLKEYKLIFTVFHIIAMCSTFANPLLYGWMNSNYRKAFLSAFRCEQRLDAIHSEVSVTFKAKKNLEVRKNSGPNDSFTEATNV
NPY Y1 blocker = NPY-Y1 (human) receptor antagonism; P25929; HEK293-CNG Y1 cells, membrane potential fluorescence; NPY at EC95, then isoproterenol; inhibition, % at 3.6 µM; hit rate 1% among 200,000;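 active means inhibition above the campaign mean inhibition of all tested compounds plus 3 SD, cut at about 20% in these data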;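 further: 0% = DMSO wells given NPY plus isoproterenol and 100% = isoproterenol alone without NPY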
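Material: HEK293 Y1/CNG channel cell line | Also added: NPY (25 nM), isoproterenol (1 µM), Ro 20-1724 (25 µM) | Compound: One concentration, 3.6 µM, in 0.4% DMSO | Schedule: 3 h dye uptake, 1 h room-temperature compound, 45 min post-isoproterenol | Signal: Membrane-potential fluorescent dye readout | Read-out: % inhibition of NPY effect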
TRPML3 ag = agonists of human TRPML3 channel; HEK293 TRPML3-YFP, Fluo-8 calcium fluorescence; 100% = the carbachol control signal; hit rate 0.29% among 220,000; AID 1448; activation, % at 3 µM; Q8TDD5;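 active means activation above its plate's cutoff, the mean activation of the plate's test wells plus 3 SD, cut at about 12% in these data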;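 further: 0% = DMSO only wells and 100% = carbachol wells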
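Test system – HEK293 line with stable expression of human TRPML3-YFP channel · Control set – carbachol 87 µM final as high control (100%), DMSO as low control (0%) · Signal – Fluo-8 calcium dye fluorescence, ex 470-495, em 515-575 nm · Incubation – 1-h 37 °C dye load, 5-s basal, 120-s post-compound reads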
EP2 mod = modulators of human EP2 prostaglandin E2 receptor. EP2-expressing cells, cAMP HTRF FRET, PGE2 co-stimulation. hit rate 0.83% among 260,000. induction, % at 25 µM. P43116;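 active means compounds whose cAMP rise, as percent of the full-agonist control response, exceeds 60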;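 further: rat C6 glioma line stably carrying human EP2 under a CMV promoter; the protocol text gives 20 µM as final concentration; 100% = response of wells given 1 µM PGE2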
Target sequence (P43116 whole entry, looked up): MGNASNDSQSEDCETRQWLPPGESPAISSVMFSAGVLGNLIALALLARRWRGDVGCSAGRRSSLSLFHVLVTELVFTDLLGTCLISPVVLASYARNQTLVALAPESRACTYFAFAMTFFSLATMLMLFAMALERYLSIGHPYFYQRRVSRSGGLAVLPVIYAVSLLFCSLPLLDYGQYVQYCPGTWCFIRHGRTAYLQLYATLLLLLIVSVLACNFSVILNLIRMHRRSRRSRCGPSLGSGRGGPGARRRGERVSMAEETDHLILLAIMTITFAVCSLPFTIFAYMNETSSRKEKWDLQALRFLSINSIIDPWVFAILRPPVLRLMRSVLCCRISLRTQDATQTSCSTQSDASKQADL
S1P4 antag = human S1P4 receptor antagonism. S1P4-expressing cells, antagonist mode, reporter read-out. inhibition, % at 4.98 µM. hit rate 0.26% among 220,000. AID 1510; in the data active means inhibition above about 29%;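 further: 0% = wells stimulated with agonist and 100% = vehicle wells without agonist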
TRPN1 ag = zebrafish TRPN1 (NompC) channel agonism; activation, % at 3 µM; hit rate 0.18% among 220,000; AID 1424; HEK293 zebrafish TRPN1-YFP, Fluo-8 calcium fluorescence; 100% = response to 87 µM carbachol;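 active means activation above its plate's cutoff, the mean activation of test wells on that plate plus 3 SD, cut at about 19% in these data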;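 further: 0% = DMSO alone and 100% = 87 µM carbachol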
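Assay system: Zebrafish TRPN1-YFP in HEK293 cells | Incubation: Dye loading 1 h at 37 °C, then 30 min room temperature | Measured by: Kinetic Fluo-8 fluorescence, ex 470-495, em 515-575 nm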
* hit, by the source's call; . = not tested or not shown; & = joins results of further samples.

SMILES	S1P4 ag	CHOP inh	NPY1 pot ag	NPY-Y2 PAM-ag	NPY Y1 blocker	TRPML3 ag	EP2 mod	S1P4 antag	TRPN1 ag
Cc1ccc(N2C(=O)NC(=O)/C(=C\c3ccsc3)C2=O)cc1C	2.6	-4	4	9	4	1.2	-12	-10	1.4
CCC(=NCCOc1ccc(Cl)cc1)c1c(O)n(C)c(=O)n(C)c1=O	2.2	30	-49	-19	1	2.7	-27	0	7.6
COCCOC(=O)c1c(C)n(C)c2ccc(OC(=O)N(C)C)cc12	-0.9	-47	8	11	-2	1.2	7	5	0.1
O=C1NC(=O)C(CCc2ccncc2)(Cc2ccc(OCc3ccccc3)cc2)C(=O)N1	0.2	0	25	-5	.	0.4	9	3	4.7
COc1ccc(C(=O)CN2CCCCC2)cc1	3.0	6	12	-16	7	0.2	1	-13	1.4
CCCNC(=O)c1c(N)n(Cc2ccco2)c2nc3ccccc3nc12	3.4	83*	9	7	1	0.5	47	3	0.7
O=c1[nH]c(=O)n(-c2ccccc2F)c(O)c1C=NCCC1=CCCCC1	-1.8	13	1	-14	2	-0.1	-8	-4	0.6
Cc1nn(Cc2ccccc2)c(C)c1C=C1C(=O)NC(=O)NC1=O	0.2	4	-1	9	0	0.7	-26	-5	0.6
O=C1NC(=S)NC(=O)C1C/C=C/c1ccccc1	1.2	2	-2	13	-4	0.4	19	-12	1.0
Cc1cccc(-n2c(-c3ccco3)nc3ccccc3c2=O)n1	-0.9	11	-26	-11	3	0.4	15	15	1.5
COC(=O)c1c(N)n(Cc2ccc(OC)cc2)c2nc3ccccc3nc12	1.0	26	-2	12	-4	7.2	26	4	1.8
O=P(O)(Oc1ccccc1)OC(c1ccccc1)C(F)(F)F (configuration not stated)	-2.0	3	-2	4	1	0.7	37	5	1.9
CCC(=Nc1ccc(OC)cc1OC)c1c(O)[nH]c(=O)[nH]c1=O	-0.9	22	0	-5	2	0.2	8	-16	1.0
COP(=O)(OC)C(NS(=O)(=O)c1ccccc1)C(Cl)(Cl)Cl (configuration not stated)	0.1	16	8	5	3	1.0	43	-14	1.8
O=C(Nc1cccc2ccccc12)c1nn(C23CC4CC(CC(C4)C2)C3)cc1Br	-0.9	7	-8	-7	4	0.2	28	-38	-0.8
C=CCn1c(O)c(C(=O)CCCCCC)c(=O)[nH]c1=O	0.3	61	-6	14	0	0.5	24	-3	0.4
Cc1ccc(-n2c(O)c(/C=C/C=Nc3ccccc3)c(=O)[nH]c2=O)cc1	-0.9	-13	-3	-5	-1	2.3	14	-9	1.9
CCOc1ccccc1C1SCC(=O)Nc2c1c(=O)[nH]n2C(CC)CC (configuration not stated)	1.6	4	-3	12	1	-0.7	17	-25	-3.5
CC(=O)N(C1=NCCCS1)c1ccccc1Cl	0.1	8	2	-4	2	0.1	14	-8	-0.9
O=CC(Cl)P(=O)(N1CCCCC1)N1CCCCC1 (configuration not stated)	-1.0	29	-3	1	3	-0.2	14	-16	0.0
CCN(CC)c1ccc(CNCCc2ccccc2F)cc1	1.8	48	-4	-12	7	1.0	-2	-8	-0.7
CCOC(=O)c1c(-n2c(C)cc(/C=C3/C(=O)NC(=O)N(CC)C3=O)c2C)sc2c1CCCC2	3.6	.	11	10	0	0.0	.	-10	0.7
CCC(=O)c1cn(Cc2ccccc2C#N)c2ccccc12	-2.3	49	-12	-5	3	-0.5	7&15	-9	-1.7
Cc1c(C(c2ccc(Br)cc2)c2c(O)c3ccccc3oc2=O)c(=O)n(-c2ccccc2)n1C (configuration not stated)	0.1	1	-6	-20	10	0.0	24	-3	-1.4
CCOC(=O)c1cc(C(O)(C(=O)OC)C(F)(F)F)c(/N=C/N(C)C)o1 (configuration not stated)	-0.4	-10	23	3	3	0.8	-12	9	0.3
CC(=O)Nc1ccc(OC(=O)c2ccccc2N)cc1	2.2	-21	33	2	4	-1.0	5	-4	1.2
CCCCn1c(O)c(C=Nc2c(C)n(C)n(-c3ccccc3)c2=O)c(=O)[nH]c1=O	-0.2	-19	2	1	0	0.7	6	3	-0.3
O=[N+]([O-])c1ccc(N2CCCC2)c2ccncc12	-0.1	-3	1	6	2	0.2	-37	-13	0.6
Cc1ccsc1C(=O)C1CCCN(Cc2cn(C)nc2C)C1 (configuration not stated)	2.4	11	1	-29	-3	1.1	-15	3	-0.6
O=C(NC(=O)c1c(F)cccc1F)Nc1cc(Cl)c(F)c(Cl)c1F	-1.1	4	24	10	.	0.1	-4	0	-0.8
CN1CCC(O)(c2ccc(Cl)cc2)C(C(=O)c2ccc(Cl)cc2)C1 (configuration not stated)	-0.4	-13	-6	4	0	0.3	9	-11	1.2
CCCn1nc2ccccc2c1P(=O)(N1CCOCC1)N1CCOCC1	0.4	5	9	5	-4	0.6	10	-15	1.9
COC1=CCC2([N+](=O)[O-])CN(C)CC1([N+](=O)[O-])C2 (configuration not stated)	-1.0	-8	30	14	3	-0.1	17	-2	1.1
CCOc1c(P(=S)(N(C)C)N(C)C)c(C)nn1-c1ccccc1	1.9	10	-26	2	9	0.3	1	10	0.1
CN(C)C(=O)Oc1ccnc2cc(Cl)ccc12	2.3	24	17	9	8	0.4	6	11	0.6
O=c1[nH]c(=O)n(CCC2=CCCCC2)c(O)c1C=NCCCn1ccnc1	0.5	18	-13	-10	-2	-0.5	11	-13	0.2
O=c1c2ccccc2nc(/C=C/c2ccc([N+](=O)[O-])o2)n1-c1ccc(O)cc1	0.2	-129	-18	-16	0	0.8	-73	-1	-0.4
Cc1cccn2c(=O)c3c(nc12)N1CCC(Cc2ccccc2)CC1C1(C3)C(=O)N(C)C(=O)N(C)C1=O (configuration not stated)	1.5	27	-4	12	3	-1.2	54	-21	-1.0
Cc1ccc(C)c(OCC(=O)N2CCN(Cc3ccc4c(c3)OCO4)CC2)c1	-1.0	14	-15	-11	5	0.1	-89	6	-0.1
O=c1[nH]c(=S)n(C2CC2)c(O)c1C=Nc1ccc2c(c1)OCO2	1.9	-29	-4	-8	.	0.9	10	-3	2.5
CCc1nc(N2CCNCC2)c(C#N)c2c1CSC(C)(C)C2	-1.7	29	92*	89*	-12	0.3	-2	5	0.8
CC(=O)NNC(=O)CN1C(=O)CN=C(c2ccccc2)c2cc(Br)ccc21	-2.9	-3	-2	5	0	-0.6	6	-4	0.3
CCOC(=O)c1c(C)n(CCOC)c2ccc(O)cc12	-0.3	-15	-14	-5	3	1.2	6	-8	0.6
Cc1ccc(C(=O)NC2CC3CCC(C2)N3)cc1 (configuration not stated)	0.7	2	-4	-2	2	0.7	8	-1	0.9
CCCc1nc2ccc(Br)cc2c(=O)n1-c1ccc([N+](=O)[O-])c(C(F)(F)F)c1	0.9	12	-52	-11	16	0.4	4	-2	0.1

Reprinted at random: 7 records from the list, in no set order.
SMILES	S1P4 ag	CHOP inh	NPY1 pot ag	NPY-Y2 PAM-ag	NPY Y1 blocker	TRPML3 ag	EP2 mod	S1P4 antag	TRPN1 ag
CN1CCC(O)(c2ccc(Cl)cc2)C(C(=O)c2ccc(Cl)cc2)C1 (configuration not stated)	-0.4	-13	-6	4	0	0.3	9	-11	1.2
Cc1cccn2c(=O)c3c(nc12)N1CCC(Cc2ccccc2)CC1C1(C3)C(=O)N(C)C(=O)N(C)C1=O (configuration not stated)	1.5	27	-4	12	3	-1.2	54	-21	-1.0
O=c1[nH]c(=O)n(CCC2=CCCCC2)c(O)c1C=NCCCn1ccnc1	0.5	18	-13	-10	-2	-0.5	11	-13	0.2
CCOc1c(P(=S)(N(C)C)N(C)C)c(C)nn1-c1ccccc1	1.9	10	-26	2	9	0.3	1	10	0.1
CCCn1nc2ccccc2c1P(=O)(N1CCOCC1)N1CCOCC1	0.4	5	9	5	-4	0.6	10	-15	1.9
CC(=O)NNC(=O)CN1C(=O)CN=C(c2ccccc2)c2cc(Br)ccc21	-2.9	-3	-2	5	0	-0.6	6	-4	0.3
O=c1[nH]c(=S)n(C2CC2)c(O)c1C=Nc1ccc2c(c1)OCO2	1.9	-29	-4	-8	.	0.9	10	-3	2.5

Further results:
SMILES	S1P4 ag	CHOP inh	NPY1 pot ag	NPY-Y2 PAM-ag	NPY Y1 blocker	TRPML3 ag	EP2 mod	S1P4 antag	TRPN1 ag
CC1(C)NCCN2C(=O)CSC21 (configuration not stated)	1.7	-26	-14	-9	10	0.1	5	-8	0.0
CC(C)N1CCN(Cc2ccc3c(c2)OCCO3)CC1CCO (configuration not stated)	0.7	-9	16	8	-4	0.9	-12	18	0.7
CC1(C)CC(N(CCc2ccccc2)Cc2ccccc2)CCO1 (configuration not stated)	0.9	-6	-22	-21	.	-1.6	23	11	-2.5
Cc1nn(Cc2ccccc2)c(C)c1C(=O)OCC(=O)NC1CCS(=O)(=O)C1 (configuration not stated)	2.1	-1	-16	-5	2	0.9	24	-8	2.1
Cn1cnc([N+](=O)[O-])c1Sc1ccc([N+](=O)[O-])cc1	1.8	0	-13	-7	0	0.9	-48	-26	2.5
C=CCn1c(O)c(C=NCCCOc2ccc(CC)cc2)c(=O)[nH]c1=S	0.1	77*	3	-10	4	1.1	4	-1	2.6
C=CCn1c(O)c(C(C)=O)c(=O)[nH]c1=O (tested in a mixture with another compound)	0.2	8	1	-2	.	0.9	11	9	0.2
CC(=O)[C@@]1(O)CC[C@H]2[C@@H]3CC=C4C[C@@H](O)CC[C@]4(C)[C@H]3CC[C@@]21C	0.8	10	-13	-2	4	0.6	8	-12	2.1
CN(C)P(=NC(=S)c1cccn1C)(N(C)C)N(C)C	0.5	-11	9	-11	1	0.1	13	-15	1.1
O=c1[nH]c(=O)n(Cc2ccco2)c(O)c1C=NCc1cccs1	-0.9	-14	-15	2	3	1.0	17	-5	1.4
Cc1ccccc1-n1c(O)c(/C=N/NC(=O)c2ccccc2O)c(=O)[nH]c1=S	0.7	-3	16	-16	.	0.2	13	2	0.7
CCCOc1ccccc1C1SCC(=O)Nc2c1c(=O)[nH]n2C(C)CCC (configuration not stated)	1.0	31	3	-7	3	-0.9	37	-18	-1.2

Source: PubChem BioAssay

A portion of the library, so the mix of outcomes need not match the whole.
